# HUVEC prolif 384: inhibitors of human endothelial cell proliferation; HUVEC proliferation, CellTiter-Glo luminescence, 72 h; active compounds read low; viability, % at 10 µM (by protocol); 86,000 tested, 1.1% active; AID 648;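 active = viability at or below 30%; inactive = viability above 30%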;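 also: 100% = median luminescence of DMSO-only cell control wells on each plate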
# ERb SRC1 inh: ER-beta (human) coactivator binding inhibition. TR-FRET ER-beta LBD / SRC1-Cy5 peptide binding; receptor agonist-loaded with 1 µM estradiol. 86,000 tested, 1.3% active. Q92731. inhibition, % at 25.6 µM. AID 633;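 active = compounds whose percent inhibition of the receptor-coactivator binding signal exceeds about 50% in the single-dose screen, limit read from the data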;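 also: 0% = receptor plus peptide wells without compound and 100% = peptide-only wells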
# Target sequence (Q92731 whole entry, looked up, the tested form may be a part): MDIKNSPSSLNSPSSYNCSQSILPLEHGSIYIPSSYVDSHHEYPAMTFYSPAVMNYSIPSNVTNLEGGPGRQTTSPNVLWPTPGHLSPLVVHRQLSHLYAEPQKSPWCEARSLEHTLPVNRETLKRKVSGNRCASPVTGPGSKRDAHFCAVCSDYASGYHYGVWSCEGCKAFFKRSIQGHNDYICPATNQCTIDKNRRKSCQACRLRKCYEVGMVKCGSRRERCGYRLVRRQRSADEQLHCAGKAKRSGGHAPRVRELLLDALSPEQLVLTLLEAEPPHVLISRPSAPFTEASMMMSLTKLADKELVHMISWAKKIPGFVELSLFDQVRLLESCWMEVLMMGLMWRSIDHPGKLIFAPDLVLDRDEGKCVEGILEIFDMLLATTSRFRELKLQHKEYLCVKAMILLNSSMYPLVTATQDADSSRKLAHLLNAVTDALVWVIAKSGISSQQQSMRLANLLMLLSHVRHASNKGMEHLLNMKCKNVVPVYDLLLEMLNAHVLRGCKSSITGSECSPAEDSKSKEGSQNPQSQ
# H69AR inhibit: growth inhibitors of human H69AR lung tumor cells; H69AR lung tumor viability, ATP luminescence, 72 h; active compounds read low; viability, % at 10 µM; 85,000 tested, 6% active;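 active = viability at or below 40%; inactive = viability above 40%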;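 also: multidrug resistant small cell line overexpressing MRP-1 efflux transporter; 100% = mean luminescence of untreated control wells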
# ERa coact inh: blocks coactivator binding to human estrogen receptor alpha; TR-FRET ER-alpha LBD / SRC-1 peptide, estradiol-bound; inhibition, % at 25.6 µM; 86,000 tested, 1.7% active; in the data active = inhibition above about 50%;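 also: 0% = receptor plus peptide control and 100% = peptide only without receptor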
# MT1-MMP txn act: activates MT1-MMP transcription; HT1080 MT1-MMP promoter luciferase reporter, luminescence, overnight; active compounds read high; activation factor at 10 µM; 86,000 tested, 0.16% active; AID 750;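 active = activation factor of at least 2 for MT1-MMP transcription at 10 µM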
# Lung fibro prol: blocks proliferation of human lung fibroblasts; viability, % at 10 µM; LL 47 human lung fibroblast viability, ATP luminescence; active compounds read low; 85,000 tested, 1.1% active;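 active = viability at or below 50% in the single dose screen; inactive = viability above 50%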;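 also: compound exposure lasted 72 h before the ATP readout; 100% = median luminescence of untreated cell-only wells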
#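 test system = LL 47 human lung fibroblasts | amount = 1,150 fibroblasts seeded per well | medium = 15% FBS in IMEM | times = overnight cell rest, 72 h compound treatment at 37 °C | measured by = CellTiter-Glo luminescence measuring cellular ATP | read-out = viability percentage against median untreated-cell control | benchmarks = cell-only wells, no compound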
# Smad3 FoxH1 inh: inhibitors of human Smad3 transcription factor binding. TR-FRET Smad3/Dy647-FoxH1 peptide binding, europium anti-His. inhibition, % at 25 µM. 88,000 tested, 0.29% active. AID 630;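 active = compounds that reduce the energy-transfer binding signal between the protein and its labelled peptide by more than half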;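 also: 0% = Smad3 plus labelled peptide maximal FRET and 100% = peptide-only background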
# Target sequence (P84022 whole entry, looked up): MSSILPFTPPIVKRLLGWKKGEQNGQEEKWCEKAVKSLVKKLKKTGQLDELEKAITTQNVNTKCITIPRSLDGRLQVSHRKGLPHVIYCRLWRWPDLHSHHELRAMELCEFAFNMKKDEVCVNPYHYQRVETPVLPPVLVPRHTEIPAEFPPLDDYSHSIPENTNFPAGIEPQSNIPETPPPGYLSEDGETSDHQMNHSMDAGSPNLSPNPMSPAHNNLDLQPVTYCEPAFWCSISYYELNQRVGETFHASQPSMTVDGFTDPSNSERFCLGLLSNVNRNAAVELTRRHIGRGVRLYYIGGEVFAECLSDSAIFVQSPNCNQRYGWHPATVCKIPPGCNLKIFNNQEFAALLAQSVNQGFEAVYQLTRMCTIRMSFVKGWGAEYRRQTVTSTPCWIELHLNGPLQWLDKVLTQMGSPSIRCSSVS
# ERa SRC1 pot: ER-alpha (human) coactivator binding potentiation. P03372. TR-FRET ERalpha-LBD/SRC-Cy5 coactivator binding, 2 h; 100 = basal binding, no effect. coactivator binding (% of control), % at 25.6 µM. 86,000 tested, 1.3% active; in the data active = activity above about 200%;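 also: binding measured in presence of low estradiol as agonist stimulus; 0% = peptide alone without receptor and 100% = receptor with peptide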
# Mac1 fbg enh: enhancers of human CD11b/CD18 binding to fibrinogen; K562 CD11b/CD18 adhesion to fibrinogen, ATPlite luminescence; activation, % at 10 µM; 93,000 tested, 0.07% active;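 active = 10 µM primary screen giving 50% or more activity, confirmed by 40% or more on retest at that dose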; also: strong numbers were not always called active
# Starred values were filed as active, the others as inactive; . = no result given; [ ] = remark or other dose.
SMILES,HUVEC prolif 384,ERb SRC1 inh,H69AR inhibit,ERa coact inh,MT1-MMP txn act,Lung fibro prol,Smad3 FoxH1 inh,ERa SRC1 pot,Mac1 fbg enh
CCOC(=O)C1=C(Cc2ccc(Cl)cc2)C(=O)c2ccccc2C1=O,21*,11,1.9*,20,1.1,75,5,60[fluorescence artefact?],-7
O=C(NCCN1Cc2ccccc2C1=O)c1cccs1,97,1[fluorescence artefact?],95,7,1.3,103,3,103,-4
Cn1nnc2cc(NC(=O)NCc3ccc4c(c3)OCO4)ccc21,96,11,93,6[fluorescence artefact?],1,103,2,100,-4
CC1=CCC2C(=O)N(CCc3c[nH]c4ccccc34)C(=O)C2C1 (centres undefined),85,-11,62,-14,1.6,93,-3,91,.
CC(C)C(NS(=O)(=O)c1ccc2c(c1)OCCO2)C(=O)NCCc1ccccn1 (centres undefined),100,-3,95,-1,1.1,96,1,94,0
CCOC(=O)c1cnc(-n2nc(C)cc2C)nc1NC,113,-13,95,0,1.3,104,-23,85,2
CCN=C1SC(CC(=O)NCCc2ccc(OC)c(OC)c2)C(=O)N1CC (centres undefined),96,-4,94,-8,1.1,98,-5,130,.
CCOCCCNC(=O)C(NC(=O)CNC(C)=O)c1ccc(Cl)cc1 (centres undefined),98,-18,81,-40,1,92,10,97,-6
CC(C)NC(=O)COC(=O)c1ccc(O)cc1,89,-3,98,-5,1.2,91,-8[fluorescence artefact?],101,-3
CCOCc1nnc(NC(=O)CSc2ccc(C)cc2)s1,96,8,95,-6,1.2,92,1,102,.
O=C(CSc1nc2ccccc2[nH]1)Nc1ccccc1N1CCOCC1,108,0,87,11,1,100,14[fluorescence artefact?],115,-1
CS(=O)(=O)N(Cc1nc2sc3c(c2c(=O)[nH]1)CCCC3)C1CCCCC1,95,4,17*,4,0.9,.,1,112,.
O=C(NCc1cccnc1)Nc1ccccc1F,102,-19[fluorescence artefact?],99,-23,1.3,97,-4,111,.
CCCC(=O)OCCn1c(Br)nc2c1c(=O)[nH]c(=O)n2C,94,-6,91,-2,1.2,107,3,124,.
O=S1(=O)C=C(Oc2ccc(F)cc2)c2ccccc21,97,3,84,1,1.2,93,3,108[fluorescence artefact?],-2
COc1cc(C(=O)COC(=O)Cc2cnc3sccn23)cc(OC)c1OC,107,-4,91,0,1,104,12,97,2
O=c1c2ccccc2nc(-c2ccoc2)n1CCc1ccccc1,95,-8,82,-7,1.1,.,-1,94,9
Cc1ccccc1NC(=O)NCCCN1CCCC1,103,6,96,-5,.,99,-1,73,-2
Cc1noc(C)c1COC(=O)c1cc2c(C)nn(-c3ccc(F)cc3)c2s1,53,59*[fluorescence artefact?],54,74*[fluorescence artefact?],1.1,.,9[fluorescence artefact?],150[fluorescence artefact?],6
S=C(c1nc2ccccc2[nH]1)N1CCOCC1,94,-28,95,-43,1,92,1,86,.
C=CCN1CC2CC3(COc4cc(C)cc(C)c4)C=CC2(O3)C1=O (centres undefined),99,0,88,0,1.1,90,-11,123,-2
CCSc1nnc(NC(=O)c2ccco2)s1,96,0,86,-10,1.3,104,3,98,-2
CS(=O)(=O)N1CCc2cc(-c3csc(NC(=O)Cc4ccccc4)n3)ccc21,84,-2[fluorescence artefact?],79,-5[fluorescence artefact?],1.1,101,-7,117,.
Cc1cc(=O)oc(C)c1C(=O)NCCNC(=O)c1c(C)cc(=O)oc1C,98,-11,94,-7,1,104,-2,122[fluorescence artefact?],-3
CSc1nc2c(c(=O)[nH]c(=O)n2C)n1C/C=C(\C)Cl,94,-3[fluorescence artefact?],76,6[fluorescence artefact?],1.3,91,8,113,4

# Given with tabs: part of the list above.
SMILES	HUVEC prolif 384	ERb SRC1 inh	H69AR inhibit	ERa coact inh	MT1-MMP txn act	Lung fibro prol	Smad3 FoxH1 inh	ERa SRC1 pot	Mac1 fbg enh
Cc1ccccc1NC(=O)NCCCN1CCCC1	103	6	96	-5	.	99	-1	73	-2
CCOC(=O)C1=C(Cc2ccc(Cl)cc2)C(=O)c2ccccc2C1=O	21*	11	1.9*	20	1.1	75	5	60[fluorescence artefact?]	-7
CCCC(=O)OCCn1c(Br)nc2c1c(=O)[nH]c(=O)n2C	94	-6	91	-2	1.2	107	3	124	.
Cn1nnc2cc(NC(=O)NCc3ccc4c(c3)OCO4)ccc21	96	11	93	6[fluorescence artefact?]	1	103	2	100	-4
CCN=C1SC(CC(=O)NCCc2ccc(OC)c(OC)c2)C(=O)N1CC (centres undefined)	96	-4	94	-8	1.1	98	-5	130	.
C=CCN1CC2CC3(COc4cc(C)cc(C)c4)C=CC2(O3)C1=O (centres undefined)	99	0	88	0	1.1	90	-11	123	-2

# Going on with the list:
SMILES,HUVEC prolif 384,ERb SRC1 inh,H69AR inhibit,ERa coact inh,MT1-MMP txn act,Lung fibro prol,Smad3 FoxH1 inh,ERa SRC1 pot,Mac1 fbg enh
COCCn1c(SCC(=O)N2CCCc3ccccc32)nc2ccccc2c1=O,79,0,70,-6,1.3,95,1,113,-2
CC1(C)Cc2c(c(N3CCOCC3)nc3sc4c(NCc5ccccc5)nnnc4c23)CS1,24*,-15[fluorescence artefact?],2.0*,-3,0.9,18*,10,128,-4
CC1=C(C(=O)Nc2ccccn2)C(c2ccccc2)n2ncnc2N1 (centres undefined),89,-10[fluorescence artefact?],89,-6,1.3,95,3,105,-3
CCCS(=O)(=O)c1cn2cccc(N)c2c1S(=O)(=O)CCC,91,4[fluorescence artefact?],76,-1,1.5,91,-6,96,1
O=C(NCCc1c[nH]c2ccc(Cl)cc12)c1cccnc1,72,-16,88,-1,1.4,109,-11,100,-5
COc1ccccc1OCc1nnc(SCC(=O)c2cc(Cl)ccc2OC)o1,81,-3[fluorescence artefact?],73,1[fluorescence artefact?],1,89,3,322*[fluorescence artefact?],-1
Cn1c(=O)c2[nH]c(N3CCOCC3)nc2n(-c2ccccc2)c1=O,111,0[fluorescence artefact?],99,2[fluorescence artefact?],1.2,112,4,107,-5
CCCCc1ccc(CC2S/C(=C(\C#N)C(=O)N3CCOCC3)N(c3ccccc3)C2=O)cc1 (centres undefined),92,-12,101,-15,1.1,98,8,95,-4
CCC(=O)Nc1ccc(Nc2ccccc2)cc1,104,0[fluorescence artefact?],49,-70,1,101,-2,116[fluorescence artefact?],-1
Cc1nccn1CCc1nc(N)nc(N)n1,93,-1,75,2,.,100,3,88,0
COC(=O)c1cccc(NC(=O)Cn2cnc3c2c(=O)n(C)c(=O)n3C)c1,98,1,106,-7,1.1,107,-4,128[fluorescence artefact?],-2
Nc1c(C(=O)CCC(=O)O)oc2ccc(Cl)cc12,106,-6,92,1,1,93,5,101,-3
Cn1c(=O)c2c(nc(SCc3cc4c(cc3Cl)OCO4)n2C)n(C)c1=O,54,24,91,33[fluorescence artefact?],1.2,97,17,57[fluorescence artefact?],1
O=C(/C=C/Nc1ccc(F)c(Cl)c1)c1ccco1,85,7,41,0,1.7,89,-3,101[fluorescence artefact?],0
O=C(CN1CCOCC1)Nc1ccc(Oc2ccc(NC(=O)CN3CCOCC3)cc2)cc1,104,-3[fluorescence artefact?],101,-9,1,109,-9,101[fluorescence artefact?],0
Nc1nc(CN2CCCCC2)cs1,96,2,98,-4,1,95,-20,119[fluorescence artefact?],-2
CC(=O)c1cc(C#N)c(SCc2ccncc2)nc1C,96,-9,81,-9,1.1,97,2,92[fluorescence artefact?],0
COc1ccc(S(=O)(=O)N(C)CC(=O)N2CCOCC2)cc1,87,-5,83,-8,1,93,1,114,-1
COc1ccc(NC(=O)C2CC(=O)NC(Nc3cccc(C)c3)=N2)cc1 (centres undefined),93,0,88,2,1.2,103,-2,97,-6
CCOc1cc(C)c(Cl)cc1S(=O)(=O)n1cnc2ccccc21,77,-27,39*,-16,1.1,97,0,113,-3
CS(=O)(=O)N1CCc2cc(-c3csc(NC(=O)C(c4ccccc4)c4ccccc4)n3)ccc21,103,11[fluorescence artefact?],111,9,1,100,12[fluorescence artefact?],169,87
FC(F)(F)C1=CC(c2ccc(Br)cc2)=NCCN1,95,14[fluorescence artefact?],95,1,1,107,-9,79[fluorescence artefact?],-3
Cc1ccc2c(c1)c1c(n2CC(O)CNC(CO)(CO)CO)CCCC1 (centres undefined),84,-4,93,3,1.1,98,11,118,0
CCOc1ccc(-c2cc(C)n3nc(C(N)=O)cc3n2)cc1,74,40[fluorescence artefact?],73,43,1.2,100,2,141[fluorescence artefact?],9
Cc1ccn2cc(CSc3ccccc3N)nc2c1,78,10,73,-3,1.4,103,3,119,.

# Retrieved by compound from above:
SMILES,HUVEC prolif 384,ERb SRC1 inh,H69AR inhibit,ERa coact inh,MT1-MMP txn act,Lung fibro prol,Smad3 FoxH1 inh,ERa SRC1 pot,Mac1 fbg enh
Cc1ccc2c(c1)c1c(n2CC(O)CNC(CO)(CO)CO)CCCC1 (centres undefined),84,-4,93,3,1.1,98,11,118,0
CCOc1ccc(-c2cc(C)n3nc(C(N)=O)cc3n2)cc1,74,40[fluorescence artefact?],73,43,1.2,100,2,141[fluorescence artefact?],9

# (listing goes on)
SMILES,HUVEC prolif 384,ERb SRC1 inh,H69AR inhibit,ERa coact inh,MT1-MMP txn act,Lung fibro prol,Smad3 FoxH1 inh,ERa SRC1 pot,Mac1 fbg enh
CC(=O)NC12CC3CC(C)(C1)CC(NC(C)=O)(C3)C2,96,7,90,-6,1.1,103,1,124,-5
CCOC(=O)c1c(=O)n(O)c2ccc(OC)cc2[n+]1[O-],100,-2,87,1,1.3,102,-7,84,-2
Cc1nnc(SCc2cc(=O)[nH]c(Nc3nc(C)c4ccccc4n3)n2)s1,85,-7,73,-7,1.2,104,3,119,.
Cc1cccn2c(=O)c3cc(C(=O)NCc4ccccc4)c(=N)n(CCCN4CCOCC4)c3nc12,82,14[fluorescence artefact?],72,2[fluorescence artefact?],1.1,69,2,88[fluorescence artefact?],.
COc1ccc(NCc2cc3cc(OC)ccc3[nH]c2=O)cc1,93,9,91,-3,1.1,94,3,100,2
COc1ccccc1-n1cc(C(=O)NCC(=O)N2CCN(c3ccccn3)CC2)c2ccccc2c1=O,94,3,106,-3,0.9,95,1,106,.
O=C(NCc1ccco1)C1CC(=O)N(c2ccc(F)cc2)C1 (centres undefined),99,-14,91,-13,1.2,99,-5,91,-4
Cc1ccc(CC(CC(=O)O)C(=O)NC2CCCCC2)cc1 (centres undefined),82,-3,95,-2,1.1,.,-17,125,-5
CCC(C)c1ccc(NC(=S)NCc2cccs2)cc1 (centres undefined),66,-9[fluorescence artefact?],72,5,1.2,94,14,101,-5

# Compound activity: PubChem BioAssay, several laboratories

# These rows are one share of the data, so the mix of outcomes need not match the whole.
